Bioassay records from PubChem.
FBPA Giardia inh: inhibitors of Giardia lamblia fructose-1,6-bisphosphate aldolase; A8B2U2; purified Giardia FBPA; Potency, µM (top dose mostly 59.6 µM), without a hit: at the top dose activity, negative = inhibition, actives largely listed as inhibitors; 290,000 tested, 0.71% active; AID 2451; also: potency is read from the fitted curve at half-maximal effect; nearly all actives have a fitted effect of over 55% in size
Target sequence (A8B2U2 whole entry, looked up): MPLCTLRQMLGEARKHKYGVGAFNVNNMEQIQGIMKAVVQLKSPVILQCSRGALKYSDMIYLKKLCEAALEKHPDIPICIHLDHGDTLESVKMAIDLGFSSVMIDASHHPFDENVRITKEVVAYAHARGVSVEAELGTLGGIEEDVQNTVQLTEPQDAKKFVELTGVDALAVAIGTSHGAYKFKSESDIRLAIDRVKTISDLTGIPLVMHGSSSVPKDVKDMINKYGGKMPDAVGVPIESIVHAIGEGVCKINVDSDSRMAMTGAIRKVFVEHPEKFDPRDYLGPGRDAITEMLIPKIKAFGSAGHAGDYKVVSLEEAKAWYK
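40 nM FBPA preincubated 10 min at RT with compound (up to 57.5 uM final), then substrate plus GAPDH/TPI/NAD/arsenate coupling and diaphorase/resazurin added. Fluorescence read after 20 min at RT, 525/598 nm.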
Sm TGR inh: inhibitors of Schistosoma mansoni thioredoxin glutathione reductase; Q962Y6; purified TGR, DTNB reduction, TNB absorbance 405 nm; Potency, µM (highest dose often 114 µM), for the others: at the top dose activity change, negative = inhibition, most hits filed as inhibitors; 360,000 tested, 3% active; AID 485364; also: potency is read from the fitted curve at half-maximal effect; nearly all actives have a fitted effect of over 60% in size
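TGR 20 nM + NADPH 100 uM (dispensed conc.), cpd preinc 15 min RT; start with NADPH (500 uM addition) then DTNB (15 mM addition). Kinetic TNB absorbance, 405 nm filter. Four-parameter Hill fit across titration.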
HCMV antiviral: human cytomegalovirus inhibition | HFF cells, HCMV-luciferase reporter, 72 h; active compounds read low | activity change, negative = inhibition, % at 57.5 µM | 410,000 tested, 4.5% active; in the data active = activity change below about -60%; inconclusive = no clear call, values can overlap the other calls; inactive = above about -39%
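Two-dose cell screen: HFF monolayers treated with compounds and infected with luciferase-expressing HCMV at 1 PFU/cell, 72 h at 37C, then lysed for luciferase measurement.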
AmpC no deterg: AmpC beta-lactamase inhibition without detergent. P00811. AmpC nitrocefin hydrolysis, absorbance 480 nm, 0.0001% Triton. Potency, µM (top dose mostly 57.1 µM), inactives show top-dose activity change, negative = inhibition, hits mostly inhibitors. 330,000 tested, 0.52% active. AID 485341;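 also: potency is read from the fitted curve at half-maximal effect; plate controls were no compound for no effect and no enzyme for full effect; nearly all actives have a fitted effect of over 20% in size; some results filed as inactive show a strong effect at the top dose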
Target sequence (P00811 whole entry, looked up): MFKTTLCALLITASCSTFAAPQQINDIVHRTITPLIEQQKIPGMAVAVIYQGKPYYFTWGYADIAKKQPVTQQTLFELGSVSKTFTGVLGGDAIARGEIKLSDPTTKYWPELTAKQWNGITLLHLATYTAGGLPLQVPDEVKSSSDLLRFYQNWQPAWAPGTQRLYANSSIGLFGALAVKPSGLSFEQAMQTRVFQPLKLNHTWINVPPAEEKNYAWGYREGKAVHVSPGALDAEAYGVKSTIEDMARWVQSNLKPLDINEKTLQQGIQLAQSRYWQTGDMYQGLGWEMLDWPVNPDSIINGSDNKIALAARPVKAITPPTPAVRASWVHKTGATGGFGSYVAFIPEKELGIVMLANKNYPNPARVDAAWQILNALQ
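AmpC (5.3 nM in the dispensed reagent) in 20 mM phosphate pH 7.0 with 0.01% (detergent screen) or 0.0001% Triton X-100 was preincubated with compounds for 15 min at room temperature. Nitrocefin was then added from an 800 uM solution, and hydrolysis was followed at 480 nm.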
HCV inhibitor: inhibitors of hepatitis C virus infection | Potency, µM (highest dose often 41.8 µM), for inactives: at the top dose activity change, negative = inhibition, usual class: inhibitors | 340,000 tested, 3.4% active | Huh7.5.1 HCVcc-Cre infection, luciferase reporter, 44 h; also: potency is read from the fitted curve at half-maximal effect
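Compounds are dispensed onto cells plated 4 h earlier at 1,000 per well, with HCVcc-Cre virus (about 0.5 moi) added next. Following 44 h of culture, luminescent signal is measured for 15 sec after 15 min with substrate at room temperature.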
AmpC inh detg: inhibitors of E. coli AmpC beta-lactamase with detergent | 370,000 tested, 0.041% active | AmpC hydrolysis of nitrocefin, absorbance 480 nm, 0.01% Triton | AID 485294 | P00811 | Potency, µM (highest dose often 114 µM), without a hit: at the top dose activity change, negative = inhibition, actives largely listed as inhibitors;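 also: potency is read from the fitted curve at half-maximal effect; 0% = no-compound wells and -100% = no-enzyme wells; nearly all actives have a fitted effect of over 25% in size; some results filed as inactive show a strong effect at the top dose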
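AmpC (5.3 nM in the dispensed reagent) in 20 mM phosphate pH 7.0 with 0.01% (detergent screen) or 0.0001% Triton X-100 was preincubated with compounds for 15 min at room temperature. Nitrocefin was then added from an 800 uM solution, and hydrolysis was followed at 480 nm.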
Numbers without * were called inactive; ? = inconclusive; · = no result given; & = joins results of further samples; ! = a repeat was not active; [ ] = remark or other dose. Unless noted, calls follow the shape of the dose curve; as a rule, active = well fitted curve in the direction sought with a large enough effect; inconclusive = small, poorly fitted or top-dose-only effect, or another doubt; inactive = no such curve, though single readings can be large; an effect the other way counts as inactive or inconclusive. Unless noted, % is scaled to controls: 0 for no effect and ±100 for the full control effect.

SMILES	FBPA Giardia inh	Sm TGR inh	HCMV antiviral	AmpC no deterg	HCV inhibitor	AmpC inh detg
COc1ccc(C(=O)NCCc2ccccc2F)cc1OC1CCN(C(C)=O)CC1	·	-1.6%	-1.5	96.8%[activator]	1.3%	-9.0%
COC(=O)[C@H](Cc1ccccc1)N1C/C=C\COc2c(Cl)cc(Cl)cc2S1(=O)=O	·	·	-9.3	-18.2%	?	·
Cc1ccc2ncc(C(=O)NCc3ccccc3Cl)c(=O)n2c1	·	9.3%	-8.3	·	·	5.1%
Cc1ccc(C(=O)CSc2n[nH]c(-c3ccco3)n2)cc1C	-24.0%	?	2.3	-29.1%	-15.7%	?
COC(=O)c1ccc2c(=O)n(CCN3CCOCC3)c(SCC(=O)C(C)(C)C)nc2c1	0.9%	21.2%	-8.7	-2.7%	9.7%	-2.9%
COc1ccc(NC(=O)C2=NN(c3ccccc3)C(=O)CC2)cn1	·	-5.0%	0.0	-19.4%	23.1%	4.8%
O=C(OCC(=O)N1CCN(C(=O)c2ccco2)CC1)c1ccc(Cl)nc1	·	·	-19.4	-14.7%	6.6%	·
CCN(c1ccccc1)S(=O)(=O)c1ccc(C(=O)Nc2ccncc2)cc1	·	-3.1%	-25.3	-1.4%	?	0.0%
CCCCNC(=O)c1ccccc1Cl	4.0%	0.6%	-107.0*	-8.8%	9.5%	-25.0%
Cc1ccccc1NC(=O)c1cccc(NC(=O)c2ccco2)c1	7.2%	7.2%	16.3	-11.8%	13.6%	4.8%
COC(=O)c1c(-c2c(Cl)cccc2Cl)noc1C(=O)NN	-12.1%	1.4%	24.0	-44.5%	16.1%	-7.7%
CCCCNC(=O)c1nn2cc(Br)cnc2c1Br	1.7%	3.1%	-14.0	-30.7%	-7.0%	3.3%

Some of the entries so far, with each value named.
> CCN(c1ccccc1)S(=O)(=O)c1ccc(C(=O)Nc2ccncc2)cc1
  FBPA Giardia inh = ·; Sm TGR inh = -3.1%; HCMV antiviral = -25.3; AmpC no deterg = -1.4%; HCV inhibitor = ?; AmpC inh detg = 0.0%
> COc1ccc(C(=O)NCCc2ccccc2F)cc1OC1CCN(C(C)=O)CC1
  FBPA Giardia inh = ·; Sm TGR inh = -1.6%; HCMV antiviral = -1.5; AmpC no deterg = 96.8%[activator]; HCV inhibitor = 1.3%; AmpC inh detg = -9.0%
> O=C(OCC(=O)N1CCN(C(=O)c2ccco2)CC1)c1ccc(Cl)nc1
  FBPA Giardia inh = ·; Sm TGR inh = ·; HCMV antiviral = -19.4; AmpC no deterg = -14.7%; HCV inhibitor = 6.6%; AmpC inh detg = ·

Later entries
SMILES	FBPA Giardia inh	Sm TGR inh	HCMV antiviral	AmpC no deterg	HCV inhibitor	AmpC inh detg
COc1ccc(C2Nc3ccccc3C(=O)N2NS(=O)(=O)c2ccc(C)cc2)cc1OC (stereo unspecified)	-1.7%	-2.0%	12.6	34.1%	?	-6.3%
CCCn1c(=O)c2[nH]c(-c3ccc(S(=O)(=O)O)cc3)nc2n(CCC)c1=O	-2.3%	-3.0%	-33.2	-16.0%	22.5%	-8.2%
CN(C)S(=O)(=O)c1ccc(C(=O)NCC2(N3CCCCC3)CCCCC2)cc1	-2.1%	16.3%	-1.6	-0.9%	11.7%	1.2%
CC1CCN(C2(O)C(=O)Nc3ccc(Br)cc32)CC1 (stereo unspecified)	-18.3%	3.8%	-7.5	-10.0%	2.6%	?
COc1ccc(OC)c(C(=O)c2ccc(C(=O)O)cc2)c1	9.4%	25.5%	20.6	-20.7%	20.3%	13.0%
O=C(COC(=O)CNC(=O)c1ccc(Cl)cc1Cl)NC1CCCCC1	·	-0.1%	19.3	-14.1%	-1.6%	-3.2%
CCOc1ccc(NC(=S)N(CCCN2CCOCC2)Cc2cn(C)c3ccccc23)cc1	1.5%	-4.2%	-92.5*	241.2%[activator]	10µM*	0.4%
COC(=O)c1cccc(NC(=S)NCc2ccco2)c1	-0.8%	·	-31.9	-25.3%	-15.6%	2.1%
Cn1c(NC(=O)Cc2cccs2)cc(=O)n(C)c1=O	-0.8%	-8.2%	14.4	-21.9%	4.4%	-10.5%
Cc1c(NC(=O)C2CC(c3ccc(F)cc3)=NO2)c(=O)n(-c2ccccc2)n1C (stereo unspecified)	-1.3%	1.8%	-31.1	0.6%	11.9%	-5.1%
O=C(Nc1nncs1)c1cccnc1Cl	1.0%	1.6%	-2.7	-18.9%	25.8%	0.1%
COc1cccc(CNn2cnnc2)c1OCc1ccccc1F	-2.9%	0.6%	16.8	-41.1%	2.5%	-5.1%
COc1cccc(OC)c1C(=O)NC(=S)N1CCCCC1c1cccnc1 (stereo unspecified)	?	-12.2%	27.0	41.5%	20.6%	?
CCn1cc(C(=O)NCc2ccccn2)c(=O)c2cc(S(=O)(=O)N3CCCCC3)ccc21	17.8%	7.1%	·	171.1%[activator]	·	-2.7%
Cc1ccc(C)c(N2CCN(S(=O)(=O)c3ccc4c(c3)CCN4C(=O)CCC(=O)O)CC2)c1	26.3%	6.1%	26.4	-22.5%	9.2%	-11.2%
O=C(NCN1CCc2ccccc2C1)c1ccccc1	0.2%	0.2%	9.8	-20.5%	18.7%	?
O=C(C#Cc1ccccc1)Nc1cccc(F)c1	2.5%	-35.8%	-104.2*	-33.1%	?	0.7%
CC(C)(C)c1ccc(-n2ncc3c2CCCC3NC(=O)C2=NNC(=O)CC2)cc1 (stereo unspecified)	3.7%	-5.4%	-81.3*	98.2%[activator]	?	?
COc1ccc(-n2c(N)c(C(=O)NCc3cccnc3)sc2=S)cc1	-7.1%	10.1%	61.0	-9.8%	-1.3%	?
COCCNC(=O)c1cccc(Nc2nc3ccccc3n3nnnc23)c1	·	12.2%	-0.4	·	·	-3.2%
Fc1ccccc1N1CCN(C2CCN(Cc3c[nH]c4ccccc34)CC2)CC1	0.1%	14.4%[11.4 µM]	-18.1	8.4%	?	-20.3%
Cc1ccccc1C(=O)Oc1cccc2c(O)cccc12	-4.1%	1.1%	-23.9	-30.2%	-27.5%	-3.0%
O=C(COC(=O)c1cccnc1Cl)NCc1ccc2c(c1)OCO2	2.8%	-6.5%	-15.4	-45.0%	-4.0%	-6.3%
Cc1[nH]n(-c2ccccc2)c(=O)c1Sc1ccc(Cl)cc1	9.4%	5.8%	-12.8	-19.3%	-5.9%	-14.5%
CCCCCCCCCCOC(=O)C[N+](C)(C)C/C=C(/C)Cl	2.5%	-0.2%	?	164.3%[activator]	6.6%	3.7%
COc1cccc(CNC(=O)C2CC(=O)N(c3ccc4c(c3)OCCO4)C2)c1 (stereo unspecified)	·	-1.6%	-23.6	-9.1%	3.7%	-0.7%
CCC1CC(/C(C)=N/NC(N)=O)OC1=O (stereo unspecified)	4.5%	6.5%	3.8	-25.2%	3.9%	?
CCN1CCc2c(sc(NC(=O)CN3C(=O)c4ccccc4C3=O)c2C(N)=O)C1	-10.8%	1.1%	-6.2	0.0%	-0.6%	-10.2%
O=C(O)CCC(NC(=O)c1cncc(O)c1)C(=O)O (stereo unspecified)	5.2%	-6.2%	-18.2	-0.6%	18.7%	-2.2%
COc1ccc(CC(=O)Nc2cc(S(=O)(=O)N3CCOCC3)ccc2N2CCCC2)cc1OC	·	·	-15.0	18.1%	8.3%	·
CCN(CCN(C)C)C(=O)C1CCN(S(=O)(=O)c2c(C)noc2/C=C/c2ccccc2F)CC1	·	-8.8%&-10.1%	-99.4*!	206.7%[activator]	?	2.2%&2.9%
Cc1ccc(NC(=O)c2ccc([N+](=O)[O-])o2)c(C)c1	-15.6%	·	-24.6	-17.4%	14.1µM*	10.4%
CC1(C)OC(=O)CC1C(=O)NCc1ccccc1 (stereo unspecified)	0.1%	7.5%	1.4	-16.2%	9.1%	1.7%
O=C(COc1ccc(Cl)cc1)NCCNC(=O)c1ccccn1	9.4%	1.6%	-23.1	-7.7%	0.7%	-20.1%
Cc1cc2c(C)nc(-c3ccccc3)nc2o1	0.0%	-3.4%	30.3	-9.6%	3.55µM*	-2.1%
Cc1ccccc1NC(=O)OCc1cccnc1Sc1ccc(Cl)cc1	-0.1%	2.8%	-39.0	-39.0%	?	?
COc1cccc(NC(=S)Nc2cccc3ccccc23)c1	?	0.5%	38.4	1.0%	-18.2%	15.0%
CCOc1cc(CNc2ccc(C(=O)O)cc2)ccc1OCc1ccccc1	·	-0.6%	-14.4	·	·	-8.8%
Cc1cc(NC(=O)/C(C#N)=C/c2ccc(-c3ccc(SC(F)F)cc3)o2)n(-c2ccccc2)n1	-0.3%	-1.9%	-2.2	-25.2%	2.8%	-2.8%
O=C1C2CCC(C(O)C2)N1Cc1ccccc1 (stereo unspecified)	8.0%	-26.2%	12.3	-17.3%	7.0%	-1.8%
CCOC(=O)C1C(=O)CC(C)(O)C(C(=O)OCC)C1c1ccc([N+](=O)[O-])cc1 (stereo unspecified)	4.5%	20.5%	-35.0	9.8%	10.4%	7.9%
Cc1c(O)cc2c(c1O)C(=O)CC(c1ccc(O)cc1)O2 (stereo unspecified)	-5.6%	32.0%	16.7	-33.0%	-9.3%	-1.5%
CC(OC(=O)C1CCCCC1)C(=O)Nc1cccc(Cl)c1 (stereo unspecified)	-4.5%	-8.2%	11.2	-22.4%[11.4 µM]	?	-11.6%
CCOc1ccc(CN(C)CC(=O)Nc2cccc(S(=O)(=O)N(C)c3ccccc3)c2)cc1	19.9µM*	-4.6%	?	-9.8%	-17.2%	-8.7%
CC(C)NC(=O)CNc1ccc(C(F)(F)F)cc1[N+](=O)[O-]	2.7%	10.1%	-34.7	-24.6%	-1.0%	4.0%
COc1ccccc1OCC(=O)OCn1c(SC)nnc(C)c1=O	2.5%	-7.9%	15.7	-5.1%	-0.7%	5.2%
O=C(COC(=O)C12CC3CC(CC(O)(C3)C1)C2)NC(=O)NCc1ccco1	0.8%	-28.0%	-5.7	-11.7%	8.5%	-8.1%
CC1CCCCN1CCNC(=O)C1CCCN(S(=O)(=O)c2cccc3nsnc23)C1 (stereo unspecified)	·	-9.6%	25.6	18.8%	-1.7%	-2.2%
CC1CN(C(=O)COc2ccc3ccccc3c2)CC(C)O1 (stereo unspecified)	·	·	?	1.4%	0.1%	·
CC(NC(=O)Cn1ccc2cc(S(=O)(=O)N3CCCCCC3)ccc21)c1ccccc1 (stereo unspecified)	·	1.9%	-26.2	·	·	22.1%
CCCCCN(C(=O)CCC(=O)OCc1ccccc1C)c1c(N)n(CCCC)c(=O)[nH]c1=O	·	-5.7%	-37.5	1.6%	-5.9%	?
CC(C)(CNC(=O)Cc1ccc(NS(=O)(=O)c2cccc(C(F)(F)F)c2)cc1)N1CCOCC1	·	-2.6%	6.9	13.4%	2.6%	-14.5%
CCc1ccc2ncc(C(=O)c3ccc(C)c(C)c3)c(N3CCC(C(N)=O)CC3)c2c1	·	1.3%	-35.5	·	·	19.1%
CCN(CC)C(=O)CCC(=O)Nc1ccc(C(=O)OC)cc1	5.8%	-1.0%	19.6	0.0%	-5.1%	1.8%
Fc1cccc(Cl)c1CN1CCN(c2nc3ccccc3s2)CC1	-1.1%	-2.9%	23.4	48.0%	1.8%	4.1%
CCCS(=O)(=O)N1CCN(C(=O)COc2ccc(OC)cc2)CC1	8.7%	-33.6%	-23.7	-8.4%	2.6%	0.2%
